Bioassay records (PubChem BioAssay)
TCR act: T cell receptor activation; Potency, µM (series often up to 9.22 µM), for the others: at the highest dose activation of IL-2 secretion, actives largely listed as activators; 330,000 tested, under 10 active; primary human leukocytes, anti-CD3, IL-2 HTRF, 48 h; further: % of control where 0% means no effect
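HTRF read-out of IL-2 secretion: europium cryptate donor excited at 320nm, d2 acceptor emission at 665nm. Cells were primary human leukocytes incubated 48 hr with compounds and a-CD3 beads, supplying TCR signal only.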
AT treatment: potential ataxia-telangiectasia treatment. AID 485349. 320,000 tested, 0.19% active. […] A-T fibroblasts, KAP-1 phosphorylation AlphaLISA; neocarzinostatin DNA damage 30 min before lysis. Potency, µM (highest dose often 57.5 µM), inactives show at the highest dose activation, actives largely listed as activators; further: potency means the concentration at half of the fitted maximal effect; % of control where 0% means no effect; nearly all actives have a fitted effect of over 45% in size
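ATM-like activity read as KAP-1 phosphorylation via AlphaLISA donor/acceptor antibody pairs after lysis and 6 hr at 25C. Cells were ATM-null patient fibroblasts ([…], hTERT), dosed 60 min, then exposed to the DSB inducer NCS for 30 min.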
Mito fusion yeast: inhibitors of mitochondrial division or activators of mitochondrial fusion. Potency, µM (highest dose often 46.1 µM), inactives show top-dose growth rescue (activation), most hits filed as activators. S. cerevisiae fusion-defective mutant growth rescue, CellTiterGlo 48 h. AID 485298. 320,000 tested, 0.23% active;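 further: potency means the concentration at half of the fitted maximal effect; % of control where 0% means no effect; nearly all actives have a fitted effect of over 45% in size; temperature-sensitive fusion mutants such as fzo1-1 at 37 °C on non-fermentable ethanol glycerol medium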
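S. cerevisiae fusion-defective temperature-sensitive mutants (e.g. fzo1-1, mgm1-5) grown 48 h at 37C in YPEG (ethanol/glycerol non-fermentable) medium with 23 nl compound per well; growth rescue read as CellTiterGlo luminescence.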
Chronic BCR inh: inhibitors of chronic active B-cell receptor signaling. ABC-DLBCL IkBa-CBG/CBR reporter, luminescence ratio, 4 h. Potency, µM (highest dose often 46.1 µM), for the others: at the highest dose ratio change, negative = lower green/red ratio, hits mostly inhibitors. 340,000 tested, 0.05% active. AID 493014; active means well fitted inhibition curve with a large enough effect in the signal ratio, with a control signal flat, not every such curve was filed as active; inconclusive means small, poorly fitted or top-dose-only effect, or effect the other way, or a change in a side signal; the % refers to the signal ratio;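 further: potency means the concentration at half of the fitted maximal effect; plate controls were basal doxycycline-induced cells for no effect and cells given 10 µM MG132 for full effect; MG132 reads +100%, hits lower the ratio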
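TMD8 ABC-DLBCL cells carrying doxycycline-inducible green luciferase fused to IkappaBalpha plus unfused red luciferase were exposed to compounds (up to 46 uM) for 4 hrs at 37C. Activity came from the overlap-corrected green/red luminescence ratio.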
ELG1 repair inh: ELG1-dependent DNA repair inhibition. HEK293T ELG1-luciferase reporter, luminescence, 16 h; DNA damage induced by 5-fluorouridine. Potency, µM (doses to about 46.1 µM), without a hit: at the highest dose activity change, negative = inhibition, usual class: inhibitors. AID 504467. 330,000 tested, 2.3% active; further: potency means the concentration at half of the fitted maximal effect; on the % scale 0 is the no-effect control and ±100 the full control effect; nearly all actives have a fitted effect of over 55% in size
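DMSO vehicle served as the neutral condition. Each well held 2,000 cells given 5-fluorouridine plus compound; after 16 hr at 37 °C/5% CO2, ONE-Glo was added and luciferase measured 30 min later.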
TSHR antag: human thyrotropin receptor antagonism; P16473; TSHR-expressing cells, TSH-stimulated cAMP HTRF, 2 h; hits give low values; activity change, negative = inhibition, % at 11.5 µM; 330,000 tested, 0.2% active; AID 504810;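 active means activity change below a set negative limit, meaning inhibition stronger than a set level, cut at about -70% in these data; inconclusive means activity change between two set negative limits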; further: on the % scale 0 is the no-effect control and ±100 the full control effect
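Freshly harvested TSHR cells receive pin-tooled compound, then EC80 TSH at 4nM final. After 2 hours at 37 deg C, antibody in lysis buffer and cAMP-d2 are added; 30 minutes at ambient temperature precede the HTRF read.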
Eya2 phos inh: inhibitors of human Eya2 phosphatase activity. 330,000 tested, 0.006% active. recombinant Eya2, OMFP fluorescence dephosphorylation (OMFP is methylfluorescein phosphate). AID 488837. Potency, µM (highest dose often 76.9 µM), for inactives: at the highest dose activity, negative = inhibition, hits mostly inhibitors; further: potency means the concentration at half of the fitted maximal effect; on the % scale 0 is the no-effect control and ±100 the full control effect
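Eya2 (0.2 uM) preincubated 10 min at ambient with compound, then OMFP substrate added at 50 uM; 10 min reaction in 50 mM HEPES pH 7.5, 50 mM NaCl, 5 uM MgCl2, 0.05% BSA, 1 mM DTT. Fluorescence read at Ex 485/Em 525 nm.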
Tb PFK inh: T. brucei PFK enzyme inhibition | T. brucei PFK, ADP-Glo luminescence | Potency, µM (top dose mostly 57.5 µM), without a hit: at the highest dose activity, negative = inhibition, hits mostly inhibitors | O15648 | AID 485367 | 330,000 tested, 0.17% active;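 further: potency means the concentration at half of the fitted maximal effect; 0% = uninhibited 1x PFK enzyme wells and -100% = no-enzyme wells; nearly all actives have a fitted effect of over 60% in size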
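Luminescent ADP detection (ADP-Glo, two-step: ATP depletion then ADP-to-ATP conversion for luciferase) reported PFK activity after 45 min room-temperature reaction of 1.25 nM enzyme with 0.5 mM F6P and 0.1 mM ATP at pH 8.0.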
ASM inhibitor: inhibitors of human secretory acid sphingomyelinase; P17405; placental ASM, HMU-PC fluorogenic substrate, 60 min; Potency, µM (highest dose often 57.5 µM), for the others: at the top dose activity change, negative = inhibition, usual class: inhibitors; 340,000 tested, 0.006% active; further: potency means the concentration at half of the fitted maximal effect
Target sequence (P17405 47-631 limits assumed): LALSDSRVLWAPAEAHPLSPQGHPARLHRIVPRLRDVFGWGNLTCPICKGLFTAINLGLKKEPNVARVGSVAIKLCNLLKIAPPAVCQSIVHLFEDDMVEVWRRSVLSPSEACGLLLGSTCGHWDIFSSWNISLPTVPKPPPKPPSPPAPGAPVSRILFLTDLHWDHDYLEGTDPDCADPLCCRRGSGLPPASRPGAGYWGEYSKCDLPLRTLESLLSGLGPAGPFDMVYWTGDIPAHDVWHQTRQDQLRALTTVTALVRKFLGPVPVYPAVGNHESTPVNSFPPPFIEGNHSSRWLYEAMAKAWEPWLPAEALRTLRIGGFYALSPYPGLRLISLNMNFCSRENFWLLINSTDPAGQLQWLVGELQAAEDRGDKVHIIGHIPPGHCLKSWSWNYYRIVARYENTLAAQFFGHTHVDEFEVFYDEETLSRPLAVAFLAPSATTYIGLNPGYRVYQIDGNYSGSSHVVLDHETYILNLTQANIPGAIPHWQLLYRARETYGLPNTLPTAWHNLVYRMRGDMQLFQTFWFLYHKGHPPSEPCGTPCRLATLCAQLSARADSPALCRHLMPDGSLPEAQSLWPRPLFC
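Fluorogenic HMU-PC substrate (9 uM final) is turned over by placental ASM in 60 min at 37 C after a 10 min compound preincubation. Reaction ended by alkaline stop (pH 10), with fluorescence read at 386/447 nm.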
TSG101-PTAP inh: blocks PTAP/TSG101 interaction to inhibit HIV-1 budding. Q99816. Fluorescence polarization, FITC-PTAP peptide / Tsg101 binding. Potency, µM (doses to about 115 µM), without a hit: at the highest dose activity change, negative = inhibition, usual class: inhibitors. 340,000 tested, under 10 active; active means well fitted inhibition curve with a large enough effect in the main read-out, with a control signal flat, not every such curve was filed as active; inconclusive means small, poorly fitted or top-dose-only effect, or effect the other way, or a change in a side signal; inactive means no such curve, though single readings can be large or run the other way; further: potency means the concentration at half of the fitted maximal effect; % of control where 0% means no effect
Target sequence (Q99816 whole entry, looked up): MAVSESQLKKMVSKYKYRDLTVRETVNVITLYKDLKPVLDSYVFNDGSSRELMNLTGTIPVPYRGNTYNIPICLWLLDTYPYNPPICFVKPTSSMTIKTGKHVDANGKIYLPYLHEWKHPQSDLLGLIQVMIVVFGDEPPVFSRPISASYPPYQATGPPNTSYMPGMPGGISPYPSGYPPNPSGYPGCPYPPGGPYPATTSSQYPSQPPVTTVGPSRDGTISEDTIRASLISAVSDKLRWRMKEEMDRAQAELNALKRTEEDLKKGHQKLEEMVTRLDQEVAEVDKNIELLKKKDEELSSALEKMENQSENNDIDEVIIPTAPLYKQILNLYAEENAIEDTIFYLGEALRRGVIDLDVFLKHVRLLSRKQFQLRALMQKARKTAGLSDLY
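Fluorescence anisotropy tracks displacement of a FITC-tagged PTAP peptide (50 nM) from the Tsg101 binding domain (10 uM), following a 20 min room-temperature incubation at pH 7.5.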
Integrin act MD: integrin-mediated muscular dystrophy alleviation activation | alpha7betagal myoblasts, beta-gal FDG fluorescence, 48 h | Potency, µM (series often up to 38.3 µM), inactives show top-dose activation, actives largely listed as activators | 350,000 tested, 0.064% active;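 further: potency means the concentration at half of the fitted maximal effect; 100% = response of the positive control SU9516; nearly all actives have a fitted effect of over 60% in size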
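alpha7betagal+/- myoblasts (passage 13, 250/well) treated 48 h at 37C with compounds at 1:260 dilution of DMSO stock. Lysed, then beta-galactosidase activity read as FDG fluorescence (ex 480/em 540) after 30 min, with pre-read for autofluorescence.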
The depositor's hits bear a star; ? = inconclusive; nt = not tested or not shown; [ ] = another dose, or the depositor's remark. Unless noted, the call rests on the fitted dose curve; in most records, active means well fitted curve in the direction sought with a large enough effect; inconclusive means small, poorly fitted or top-dose-only effect, or another doubt; inactive means no such curve, though single readings can be large; an effect the other way counts as inactive or inconclusive.

SMILES	TCR act	AT treatment	Mito fusion yeast	Chronic BCR inh	ELG1 repair inh	TSHR antag	Eya2 phos inh	Tb PFK inh	ASM inhibitor	TSG101-PTAP inh	Integrin act MD
COCCN(C(=O)CSc1n[nH]c(-c2ccccc2)n1)c1c(N)n(CC(C)C)c(=O)[nH]c1=O	-1%	-1%	-4%	12%	5%	12	-12%	12%	0%	2%	18%
CCOC(=O)N1CCN(S(=O)(=O)c2cc(Cl)ccc2Cl)CC1	-4%[46.1 µM]	1%	2%	0%	1%	-9	-2%	0%	-2%	-2%	4%
Cc1ccc(CNC(=O)CCS(=O)(=O)Cc2ccc(C)cc2)cc1	5%	5%	10%	1%	?	-33	1%	1%	-1%	2%	-17%
COc1ccc(OCC(=O)N2N=C(C)CC2(O)C(F)(F)F)cc1 (stereo not given)	1%	-2%	-1%	1%	11%	1	-5%	0%	0%	-3%	-7%
CCC(=O)N1CCc2cc(OC)c(OC)cc2C1COc1ccc(OC)cc1 (stereo not given)	0%	4%	3%	?	?	2	-12%	3%	0%	0%	-11%
CN(CCC1CCOCC1)Cc1cn[nH]c1-c1ccc(-c2ccccc2)cc1	-2%	-7%	6%	1%	?	4	-7%	-2%	0%	-4%	-48%[inhibitor]
Cc1ccc(CNC(=O)C2CCCN(S(=O)(=O)c3c(C)n[nH]c3C)C2)cc1 (stereo not given)	-4%	2%	-1%	14%	-6%	-3	-8%	1%	0%	-13%	5%
Cc1cccc(C)c1NC(=O)CN(C)CC(=O)Nc1ccccc1Oc1ccccc1	-5%	4%	0%	-22%	12µM*	5	8%	2%	0%	0%	15%
CC1CC1C(=O)N1CCN(S(=O)(=O)c2cc(C(F)(F)F)cc(C(F)(F)F)c2)CC1 (stereo not given)	-5%	0%	-5%	-12%	?	-46	12%	0%	1%	-8%	5%
CCc1cccc(CN2CCC(CNC(=O)Nc3ccc(Cl)cc3)CC2)c1	5%	-3%	-10%	-2%	-7%	10	-25%	-3%	3%	0%	22%
Cc1ccc(NC(=O)/C=C/c2cccs2)c([N+](=O)[O-])c1	1%	-6%	2%	?	?	-9	10%	-3%[0.46 µM]	2%	-5%	11%
Cc1ccc(-c2nc3sc4c(c3c(=O)n2N)CC(C)(C)OC4)cc1	nt	-5%	-1%	18%	12%	-1	-4%	1%	-4%	0%	4%
COc1ccccc1NC(=O)C1=C(C)NC2=C(C(=O)CC(c3ccc(OC)c(OC)c3)C2)C1c1coc2ccccc2c1=O (stereo not given)	1%	-10%	8%	0%	10µM*	-1	-11%	-1%	3%	0%	26%
COc1ccc2nc(N(CCN(C)C)C(=O)c3ccc4c(c3)OCCO4)sc2c1	-2%	-3%	-2%	-7%	-6%	7	3%	1%	-4%	-6%	-11%
Cn1c(=O)c(C(=O)NCc2ccccc2)c(O)c2ccccc21	5%	13%	-4%	1%	17%	218	0%	0%	-4%	-2%	-16%
COc1ccc(N2CCN(C(CNS(=O)(=O)c3ccccc3)c3ccccc3)CC2)cc1 (stereo not given)	3%	4%	24%	-1%	-10%	-1	-15%	0%	-5%	-10%	?
O=C(NC(=S)Nc1ncc(Br)cc1Br)c1ccccc1	-2%	-3%	26%	?	?	-6	2%	3%	-4%	0%	9%
Cc1cccc(NC(=O)CSc2nc3[nH]c(=O)cc(O)c3s2)c1	3%	-3%	1%	-4%	5%	-10	-25%	0%	-4%	-1%	16%
CCOC(=O)CNC(=S)N(Cc1ccccc1)Cc1cccs1	-2%	5%	-2%	14%	6%	18	-7%	-4%	3%	-1%	-9%
CC(CCc1ccccc1)NC(=O)COC(=O)c1ccccc1O (stereo not given)	-1%	1%	12%	3%	-5%	-8	11%	-1%	-2%	1%	23%
O=C(Nc1ccccc1)OCc1cn(-c2ccc(Cl)cc2)nn1	-3%	0%	-3%	3%	1%	13	-2%	-11%	3%	-8%	11%
Cc1occc1C(=O)Nc1ccccc1C#N	-3%	2%	1%	-4%	0%	3	-1%	-3%	-1%	-3%	21%
CCS(=O)(=O)C1=NSC2=NC(=O)/C(=C\c3ccc(OC(=O)c4ccco4)cc3)C(=N)N21	2%	0%	-3%	1%	12%	0	-2%	1%	?	-10%	1%
Cc1ccc(-n2ccnc2SCC(=O)c2c(N)n(C3CC3)c(=O)[nH]c2=O)cc1C	nt	-3%	-3%	?	-9%	-3	6%	-4%	-4%	-4%	0%
CCn1c(NC(=O)c2nn(C)cc2Br)nc2ccccc21	0%[46.1 µM]	-1%	-18%	?	-23%	-2	0%	-9%	0%	-5%	-22%
CC(=O)N(Cc1ccc(Br)cc1)c1cccc(C)c1C	2%	-1%	?	12%	-17%	-4	4%	6%	-1%	1%	0%
COc1ccc2[nH]c3c(c2c1)CCN1C(=O)C(CC(=O)NCc2cccc(C(F)(F)F)c2)C[C@H](C(=O)N(C(C)C)C(C)C)[C@@]31C (stereo not given in full)	-1%[46.1 µM]	0%	nt	3%	?	12	2%	1%	-21%	-8%	10%
CCOC(=O)c1nnc(-c2ccccc2)nc1Oc1ccccc1Cl	-1%	15%	3%	?	-7%	-4	-32%	-1%	-10%	-3%	12%
Cc1cccc(NC(=S)N2CCn3cccc3C2c2cccnc2)c1 (stereo not given)	-2%[46.1 µM]	1%	0%	13%	-11%	-8	-1%	5%	7%	-2%	-2%
O=C(CN1CCN(c2ccc(O)cc2)CC1)Nc1cc(S(=O)(=O)N2CCCCC2)ccc1Cl	0%	-1%	7%	-11%	16µM*	-4	-5%	?	-1%	-2%	0%
O=C(NC(O)C(=O)c1ccccc1)c1ccccn1 (stereo not given)	-1%	16%	-13%	?	6%	-36	-5%	-2%	-2%	-1%	-19%
CN(C)c1ccc(C2C3CCCc4ccccc4C3=NN2C)cc1 (stereo not given)	-2%	-2%	7%	-10%	?	-9	-3%	2%	-6%	0%	0%
CCC(C(=O)OC)n1cnc2c(nnn2-c2cccc(OC)c2)c1=O (stereo not given)	-5%	-4%	2%	-4%	21%	-1	-2%	-3%	0%	-8%	-11%
COc1ccccc1NS(=O)(=O)c1cccc(C(=O)NN)c1	3%	-1%	1%	0%	-3%	-3	-36%	-2%	9%	-1%	0%
CCc1ccccc1NC(=O)c1cnc2n(c1=O)CCS2	1%[46.1 µM]	3%	5%	0%	?	4	0%	3%	5%	1%	12%
Cc1ccc(C(c2c(C)n(C)n(-c3ccccc3)c2=O)c2c(C)n(C)n(-c3ccccc3)c2=O)s1	-9%	-2%	18%	-9%	23µM*	2	-1%	-23%	3%	-12%	-39%[inhibitor]
CCC(C(=O)O)N1C(=O)/C(=C/c2cccn2C)SC1=S (stereo not given)	3%[46.1 µM]	-17%	-1%	3%	9%	-8	0%	-2%	-9%	?	-8%
CCN(CC)c1ccc(/C=N/Nc2nc(C)cc(C)n2)c(O)c1	5%[46.1 µM]	nt	-1%	?	?	17	-6%	-2%	-3%	2%	-34%[inhibitor]
NC(=O)c1cc[n+](CC(=O)NC(=O)Nc2ccccc2)cc1	6%	-5%	-3%	?	?	6	8%	-1%	5%	-3%	2%
COc1ccccc1NC(=O)C1=C(C)Nc2ncnn2C1c1ccc(C)o1 (stereo not given)	1%	nt	11%	-4%	?	15	8%	0%	20%	-4%	-13%
NC(=S)Nc1ccc(Cl)cc1Cl	-6%	5%	-3%	-4%	-15%	4	9%	1%	4%	-2%	-6%
O=S(=O)(NC1CC1)c1ccccc1	nt	4%	1%	0%	-2%	5	3%	-1%	2%	-2%	16%
CC[C@@H]1CC=C[C@H]2[C@H]1C(=O)N(Cc1ccccc1)[C@H]2c1ccoc1	10%	?	-1%	?	-16%	1	-5%	4%	-1%	-3%	-27%
